Screens deposited in PubChem by several laboratories.
HePTP inhibitor – inhibitors of human HePTP phosphatase, primary screen, biochemical, absorbance, leukemia target | recombinant HePTP phosphatase activity, OD absorbance | Tyrosine-protein phosphatase non-receptor type 7 (Homo sapiens), P35236 | inhibition, % at 20 µM | AID 521, 2006 | 110,000 tested, 0.64% active; in the data active means inhibition above about 50%;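 further: plate controls were vehicle for no effect and reference inhibitor for full effect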
Target sequence (P35236 whole entry, looked up): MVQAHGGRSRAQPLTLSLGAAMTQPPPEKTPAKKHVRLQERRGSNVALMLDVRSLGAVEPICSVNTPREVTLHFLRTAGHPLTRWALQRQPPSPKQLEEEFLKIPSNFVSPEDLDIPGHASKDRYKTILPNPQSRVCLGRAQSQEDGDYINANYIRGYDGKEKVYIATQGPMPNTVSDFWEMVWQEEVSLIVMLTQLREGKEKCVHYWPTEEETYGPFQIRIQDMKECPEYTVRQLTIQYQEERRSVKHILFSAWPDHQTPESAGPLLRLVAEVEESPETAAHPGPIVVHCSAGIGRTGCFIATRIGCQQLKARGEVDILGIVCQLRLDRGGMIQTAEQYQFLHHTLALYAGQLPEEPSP
BAP1 inh – inhibitors of BAP1 deubiquitinase, primary screen, biochemical, Ub-AMC fluorescence, kinetic | Ubiquitin carboxyl-terminal hydrolase BAP1 (Homo sapiens), Q92560 | recombinant BAP1, Ub-AMC hydrolysis fluorescence kinetic; active compounds read low | activity remaining (% of control), % at 20 µM | 72,000 tested, 0.48% active | AID 436, 2006;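 active means activity remaining at or below 50% of control, provided the compound also passes the data quality filters; inactive means the rest, including low values that fail the filters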;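 further: 100% = DMSO wells rate and 0% = substrate alone blank rate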
Target sequence (Q92560 whole entry, looked up): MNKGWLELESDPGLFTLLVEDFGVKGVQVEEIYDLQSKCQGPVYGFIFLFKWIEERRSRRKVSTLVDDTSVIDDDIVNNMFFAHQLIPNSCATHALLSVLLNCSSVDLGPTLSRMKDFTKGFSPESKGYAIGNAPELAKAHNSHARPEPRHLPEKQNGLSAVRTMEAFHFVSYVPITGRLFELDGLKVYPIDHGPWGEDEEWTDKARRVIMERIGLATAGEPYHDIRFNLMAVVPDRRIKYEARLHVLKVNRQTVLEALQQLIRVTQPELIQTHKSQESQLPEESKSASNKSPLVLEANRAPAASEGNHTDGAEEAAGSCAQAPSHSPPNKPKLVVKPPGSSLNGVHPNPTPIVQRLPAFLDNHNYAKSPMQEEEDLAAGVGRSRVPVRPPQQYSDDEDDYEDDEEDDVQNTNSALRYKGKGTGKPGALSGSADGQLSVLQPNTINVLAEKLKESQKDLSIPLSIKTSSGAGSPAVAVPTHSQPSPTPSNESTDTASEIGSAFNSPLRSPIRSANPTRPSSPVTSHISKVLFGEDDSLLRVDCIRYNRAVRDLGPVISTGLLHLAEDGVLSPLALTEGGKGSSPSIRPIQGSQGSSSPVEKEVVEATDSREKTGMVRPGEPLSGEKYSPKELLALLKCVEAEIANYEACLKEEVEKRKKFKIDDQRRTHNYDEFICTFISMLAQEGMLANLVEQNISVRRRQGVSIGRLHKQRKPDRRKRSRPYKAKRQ
* = called active by the depositor; · = no result given; & = joins results of further samples.

cpd | Compound | HePTP inhibitor | BAP1 inh
1 | Cc1onc(-c2c(Cl)cccc2Cl)c1C(=O)Nc1ccc2ccccc2c1 | 10 | ·
2 | COc1ccc2c(c1)C(=O)N(c1ccccc1OC)C(=O)C2 | 4 | 124
3 | COC(=O)COc1ccc(S(=O)(=O)Nc2ccc(NC(C)=O)cc2)cc1 | 1 | 99
4 | S=C(Nc1ccccc1)Nc1ccc(Oc2ccc(NC(=S)Nc3ccccc3)cc2)cc1 | 6 | ·
5 | Cn1c(NC(=O)c2ccccc2Br)cc(=O)n(C)c1=O | 5 | 86
6 | COc1ccc(C2/C(=C(/O)c3ccccc3)C(=O)C(=O)N2C)cc1 (stereo not drawn) | -9 | 110
7 | CC(=O)Nc1ccc(S(=O)(=O)Nc2c(C)n(C)n(-c3ccccc3)c2=O)cc1 | -2 | 105
8 | COc1cccc(C(=O)Cn2c(N3CCCCC3)nc3c2c(=O)n(C)c(=O)n3C)c1 | 6 | ·
9 | O=C(O)c1cc2ccc(O)cc2oc1=O | 12 | ·
10 | Cc1ccc(NC(=O)CN(C)S(=O)(=O)c2cccs2)cc1F | 11 | 104
11 | CCOC(=O)C1=C(C)NC(SCC(=O)OC)=C(C#N)C1c1ccc(C(=O)OC)cc1 (stereo not drawn) | -7 | 88
12 | CCCOc1ccccc1C(=O)N(Cc1ccco1)C1CCS(=O)(=O)C1 (stereo not drawn) | 5 | 96
13 | O=C(O)c1ccc(-c2ccc(Br)cc2)o1 | 8 | ·
14 | Cc1ccc(-n2nnnc2SC(C)C(N)=O)c(C)c1 (stereo not drawn) | -9 | 112
15 | Nc1nc(N)c2sc3nc4c(cc3c2n1)CCC4 | 4 | 106
16 | COc1cc(C2=NOC(C(=O)Nc3ccc(C(C)=O)cc3)C2)cc(OC)c1OC (stereo not drawn) | 9 | 93
17 | O=C(Nc1cc(C(F)(F)F)ccc1N1CCOCC1)c1ccco1 | 7 | 105
18 | CC(C)OC(=O)CSc1nnc(-c2cnccn2)n1-c1ccccc1 | 1 | 95
19 | O=C(Nc1cccc([N+](=O)[O-])c1)c1sc2ccccc2c1Cl | 6 | ·
20 | CCOC(=O)C1=C(C)N=C2SCC(=O)N2C1c1ccc2c(c1)OCO2 (stereo not drawn) | 1 | ·
21 | CN(C)CCCOC(=O)Cc1ccc(Cl)cc1 | 5 | 111
22 | CC(C)(C)NC(=O)C(c1ccccc1F)N(Cc1ccco1)C(=O)c1csnn1 (stereo not drawn) | 11 | 85
23 | CCc1c(O)nc(SCCN(CC)CC)n(-c2ccccc2)c1=O | 2 | ·
24 | CCOC(=O)c1c(NC(=O)c2ccc(Cl)cc2)sc(C(=O)Nc2ccccc2C(F)(F)F)c1C | -4 | ·
25 | Cc1ccc2oc(=O)c3cnn(CC(=O)Nc4ccccc4N4CCN(C)CC4)c3c2c1 | -7 | 99
26 | COCCCn1c2nc3ccccc3nc2c2c(=O)n(-c3ccccc3OC)c(C)nc21 | 4 | ·
27 | O=S(=O)(c1ccc(Cl)c(F)c1)N1CCC(c2nc(-c3ccncc3)no2)CC1 | 3 | 99
28 | COc1ccc(CCNC(=O)COc2cc(C)c(Cl)c(C)c2)cc1OC | 103* | ·
29 | CC1(C)NC(=O)N(CC(O)COc2cccc(F)c2)C1=O (stereo not drawn) | 0 | 103
30 | Cc1nc(NCc2ccccn2)c2ccccc2n1 | 3 | 92
31 | Cc1cc(-c2ccccc2)c2ccc(O)cc2n1 | 9 | ·
32 | COc1ccc(CN2C(=O)CCC2(C)C(=O)NCc2cccnc2)c(OC)c1 (stereo not drawn) | 6 | 116
33 | Cc1ccccc1OCC(=O)Nc1ccccc1N1CCCCC1 | -9 | ·
34 | Oc1c(CN2CCCCC2)cc(COCc2ccccc2)c2cccnc12 | 5 | 81
35 | O=C1c2c(Cl)c(Cl)c(Cl)c(Cl)c2C(=O)N1c1ncccn1 | -4 | ·
36 | O=C1COc2ccc(C(=O)COC(=O)Cn3cnc4ccccc43)cc2N1 | 3 | 89
37 | COC(=O)c1cc(NC(=O)S(=O)(=O)c2ccc(C)cc2)cc(C(=O)OC)c1 | -7 | ·
38 | CC(=O)Nc1ccc(S(=O)(=O)NCCc2cc3c(C)ccc(C)c3[nH]c2=O)cc1 | -8 | 102
39 | CCOC(=O)N1CCN(C2=CC(=O)OC23CCCCC3)CC1 | 7 | 100
40 | CCOc1ccc(/C=C(\NC(=O)c2ccc(C)cc2)c2nc3ccccc3[nH]2)cc1 | 0 | ·
41 | COc1ccc(C2NC(=O)NC3=C2CCc2ccccc23)cc1 (stereo not drawn) | -2&5 | ·
42 | O=C(NCc1ccncc1)c1ccc(-c2ccccc2)cc1 | 8 | ·
43 | Cc1ccc(C2C3=C(CC(c4ccccc4Cl)CC3=O)Nc3ccccc3N2C(=O)CCC(=O)O)cc1 (stereo not drawn) | · | 99
44 | O=C(CCCC(=O)N1CCN(c2ccccc2F)CC1)N1CCN(c2ccccc2F)CC1 | 10 | 100
45 | Cc1cccc(C)c1NS(=O)(=O)c1c(C)[nH]c(=O)[nH]c1=O | -7 | 105
46 | COCCCNC(=O)CS(=O)Cc1nc(-c2cccc(OC)c2)oc1C (stereo not drawn) | -7 | 114
47 | CCc1c(C(=O)Nc2ccc(OC)c(Cl)c2)[nH]c(C)c1C(C)=O | 0 | 90
48 | CCOC(=O)C(C(C)=O)C1=C(c2ccc([N+](=O)[O-])cc2)C(=O)c2ccccc2C1=O (stereo not drawn) | 8 | ·

In another format: results already given.
(26) COCCCn1c2nc3ccccc3nc2c2c(=O)n(-c3ccccc3OC)c(C)nc21
(27) O=S(=O)(c1ccc(Cl)c(F)c1)N1CCC(c2nc(-c3ccncc3)no2)CC1
(28) COc1ccc(CCNC(=O)COc2cc(C)c(Cl)c(C)c2)cc1OC
(29) CC1(C)NC(=O)N(CC(O)COc2cccc(F)c2)C1=O (stereo not drawn)
(30) Cc1nc(NCc2ccccn2)c2ccccc2n1
(31) Cc1cc(-c2ccccc2)c2ccc(O)cc2n1
(32) COc1ccc(CN2C(=O)CCC2(C)C(=O)NCc2cccnc2)c(OC)c1 (stereo not drawn)
(33) Cc1ccccc1OCC(=O)Nc1ccccc1N1CCCCC1
(34) Oc1c(CN2CCCCC2)cc(COCc2ccccc2)c2cccnc12
(35) O=C1c2c(Cl)c(Cl)c(Cl)c(Cl)c2C(=O)N1c1ncccn1

| entry no. | 26 | 27 | 28 | 29 | 30 | 31 | 32 | 33 | 34 | 35 |
| --- | --- | --- | --- | --- | --- | --- | --- | --- | --- | --- |
| HePTP inhibitor | 4 | 3 | 103* | 0 | 3 | 9 | 6 | -9 | 5 | -4 |
| BAP1 inh | · | 99 | · | 103 | 92 | · | 116 | · | 81 | · |

(36) O=C1COc2ccc(C(=O)COC(=O)Cn3cnc4ccccc43)cc2N1
(37) COC(=O)c1cc(NC(=O)S(=O)(=O)c2ccc(C)cc2)cc(C(=O)OC)c1
(38) CC(=O)Nc1ccc(S(=O)(=O)NCCc2cc3c(C)ccc(C)c3[nH]c2=O)cc1
(39) CCOC(=O)N1CCN(C2=CC(=O)OC23CCCCC3)CC1
(40) CCOc1ccc(/C=C(\NC(=O)c2ccc(C)cc2)c2nc3ccccc3[nH]2)cc1
(41) COc1ccc(C2NC(=O)NC3=C2CCc2ccccc23)cc1 (stereo not drawn)
(42) O=C(NCc1ccncc1)c1ccc(-c2ccccc2)cc1
(43) Cc1ccc(C2C3=C(CC(c4ccccc4Cl)CC3=O)Nc3ccccc3N2C(=O)CCC(=O)O)cc1 (stereo not drawn)
(44) O=C(CCCC(=O)N1CCN(c2ccccc2F)CC1)N1CCN(c2ccccc2F)CC1
(45) Cc1cccc(C)c1NS(=O)(=O)c1c(C)[nH]c(=O)[nH]c1=O

| entry no. | 36 | 37 | 38 | 39 | 40 | 41 | 42 | 43 | 44 | 45 |
| --- | --- | --- | --- | --- | --- | --- | --- | --- | --- | --- |
| HePTP inhibitor | 3 | -7 | -8 | 7 | 0 | -2&5 | 8 | · | 10 | -7 |
| BAP1 inh | 89 | · | 102 | 100 | · | · | · | 99 | 100 | 105 |

(46) COCCCNC(=O)CS(=O)Cc1nc(-c2cccc(OC)c2)oc1C (stereo not drawn)
(47) CCc1c(C(=O)Nc2ccc(OC)c(Cl)c2)[nH]c(C)c1C(C)=O
(48) CCOC(=O)C(C(C)=O)C1=C(c2ccc([N+](=O)[O-])cc2)C(=O)c2ccccc2C1=O (stereo not drawn)

| entry no. | 46 | 47 | 48 |
| --- | --- | --- | --- |
| HePTP inhibitor | -7 | 0 | 8 |
| BAP1 inh | 114 | 90 | · |

(cont.)
cpd | Compound | HePTP inhibitor | BAP1 inh
49 | Cc1cc2ncn(C(=O)N3CCCCC3)c2cc1C | 3 | 85
50 | COc1ccc(S(=O)(=O)N(CCc2ccccc2)CC(=O)Nc2ccc(Br)cc2)cc1OC | -11 | ·
51 | COc1ccc(Br)cc1C(=O)Nc1ccc(C(C)=O)cc1 | 2 | ·
52 | O=C(Nc1nc2ccccc2s1)c1ccc2c(c1)OCO2 | 2 | ·
53 | CC1CCN(C(=O)CN(c2ccc3c(c2)OCO3)S(C)(=O)=O)CC1 | 4 | 124
54 | O=C1c2cccc3c(N4CCCCC4)ccc(c23)C(=O)N1c1ccc(Cl)cn1 | 6 | ·
55 | CC1=C(C(=O)OCC(C)C)C(c2cccc(Cl)c2)NC(=O)N1 (stereo not drawn) | · | 53
56 | CCCc1cc2c(-c3ccccc3)cc(=O)oc2cc1OC | -4 | ·
57 | CC(C)=N/N=C1/NC(=O)C(CC(=O)Nc2ccccc2Br)S1 (stereo not drawn) | -11 | ·
58 | Cc1cc(OCC(=O)O/N=C(\N)c2ccc([N+](=O)[O-])cc2)ccc1Br | -8 | ·
59 | CCOC(=O)Cc1csc(NC(=O)c2c(-c3c(F)cccc3Cl)noc2C)n1 | 6 | 58
60 | O=[N+]([O-])c1ccccc1/C=N/Nc1nc(-c2ccccc2)cs1 | 9 | ·
61 | O=C(Nc1cccc(C(F)(F)F)c1)/C(=C\c1cccs1)NC(=O)c1cccs1 | -2 | ·
62 | CC(=O)Nc1c(O)nc(SCc2ccc(Br)cc2)[nH]c1=O | · | 73
63 | COc1ccc(CCC(=O)Nc2sc3c(c2C(N)=O)CCCCC3)cc1 | -7 | ·
64 | COc1ccc(-n2nnnc2S(=O)(=O)Cc2ccc(C(=O)O)cc2)cc1 | 6 | 59
65 | Cc1c(OCC(=O)c2ccccc2)ccc2c(-c3ccccc3)cc(=O)oc12 | 1 | ·
66 | CN(C)CCSc1nc(O)c(-c2ccccc2)c(=O)[nH]1 | -6 | ·
67 | CCOC(=O)c1c(NC(=O)c2ccccc2)sc(C)c1CC | 3 | ·
68 | CCN(CC)c1ccc(C(=O)N2CCCCC2)cc1 | 4 | ·
69 | Nc1nc2sc3c(c2c(=O)s1)CCCC3 | 5 | 88
70 | N#Cc1ccc(CN2CCN(C(=O)c3ccccc3)CC2)c(Cl)c1 | 5 | 96
71 | COCCN1C(=O)/C(=C/c2cccc([N+](=O)[O-])c2)SC1=S | 3 | ·
72 | Cc1oc(-c2ccccc2)cc1C(=O)O | 1 | ·
73 | O=C(Nc1ccc2c(c1)oc1ccccc12)c1ccc(I)cc1 | -1 | ·
74 | CCCCCOC(=O)Cn1c(N2CCCCCC2)nc2c1c(=O)[nH]c(=O)n2C | 10 | 110
75 | O=C(N1CCOCC1)N1CCCC(c2nc(-c3cccs3)no2)C1 (stereo not drawn) | 5 | 88
76 | OCCn1c(CSc2nc3ccccc3n2CCO)nc2ccccc21 | 5 | 96
77 | COc1cc(C2C3C(C)N(C)C(=O)N(C)C3N(C)C(=O)N2C)ccc1O (stereo not drawn) | 10&8 | 100
78 | CCOC(=O)c1ccccc1N1C(=O)C2C3C=CC(C3)C2C1=O (stereo not drawn) | 1 | ·
79 | O=C(Nc1nc(-c2cccc3ccccc23)cs1)c1cccs1 | 8 | ·
80 | CCC1CCc2c(sc(NC(=O)c3cc4ccccc4oc3=O)c2C#N)C1 (stereo not drawn) | -17 | ·
81 | O=c1c(Oc2ccccc2Br)c(C(F)(F)F)oc2cc(O)ccc12 | -6 | ·
82 | Cc1c(C2(O)C(=O)Nc3ccc(F)cc32)c(=O)n(-c2ccccc2)n1C (stereo not drawn) | 4 | 90
83 | O=C(CCCN1C(=O)/C(=C/c2ccccc2)SC1=S)Nc1ccccc1 | -6 | ·
84 | CCOC(=O)C1=C(O)/C(=C/c2ccc(OCC(N)=O)cc2)N=C1C | 3 | ·
85 | O=C(Nc1ccccc1C(F)(F)F)c1cncc(Br)c1 | 0 | ·
86 | CCCn1nnnc1SCC(=O)N1CCOCC1 | 1 | 79
87 | O=C(O)c1ccc(CNC(=O)C2CCCCC2C(=O)O)cc1 (stereo not drawn) | -6 | ·
88 | O=C(COC(=O)c1ccco1)NC1CCCCC1 | 1 | 103
89 | Cc1cc(C)n2nc(C(=O)OCCOc3ccc(Br)cc3)nc2n1 | 15 | 119
90 | Cc1cc(C)nc(-n2nc(C)c(C3(O)C(=O)Nc4ccccc43)c2N)n1 (stereo not drawn) | -12 | ·
91 | O=c1[nH]nnc2sc3c(c12)CCCC3 | 0 | 110
92 | CCOC(=O)CN1C(=O)C(O)(CC(=O)c2ccccn2)c2ccccc21 (stereo not drawn) | 5 | 98
93 | Cc1cn(S(=O)(=O)c2cc([N+](=O)[O-])ccc2C)cn1 | 3 | ·
94 | Cc1cnn(-c2nc(-c3cccs3)cc(C(F)(F)F)n2)c1 | 12 | 71
95 | O=C1OC(c2cccc(Cl)c2)=N/C1=C\c1ccccc1[N+](=O)[O-] | 8 | ·
96 | NS(=O)(=O)c1ccc(CCNC(=O)Nc2ccc(Cl)cc2)cc1 | 3&-8 | 102
97 | Cc1onc(-c2ccccc2)c1C(=O)NCCN1CCOCC1 | -6 | 94
98 | Cc1cccc(N2C(=O)CC(SC(=N)N3N=C(c4cccs4)CC3c3ccc(Br)cc3)C2=O)c1 (stereo not drawn) | 1 | ·
99 | CCOC(=O)C1CCCN(CC(=O)NC2CC2)C1 (stereo not drawn) | 11 | 109
100 | Cc1ccc(Cl)cc1N1CCN(C(=O)CCC(=O)O)CC1 | 7 | ·
